D2 antag: HTS Assay for Allosteric Antagonists of the Human D2 Dopamine Receptor: Primary Screen for Antagonists; AID 485344, 2010; actives 2% (n = 340,000); D(2) dopamine receptor (Homo sapiens), P14416; HEK293 TREx D2 cells, calcium flux, dopamine EC80; inhibition, % at 10 µM; in the data active = inhibition above about 30%; also: 0% is about no effect
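Overnight-induced (tetracycline, 30 C) HEK293 T-REx cells carrying force-coupled D2 receive a no-wash calcium dye, then compound, then EC80 dopamine at 180 s; signals are read kinetically throughout.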
TRHR PAM: qHTS for Small Molecule Agonists and Allosteric Enhancers of Human TRH Receptor: Primary Screen for Enhancers; TRHR cells, fluo-8 calcium fluorescence, EC20 TRH enhancement; enhancement, % at 2 µM; Thyrotropin-releasing hormone receptor (Homo sapiens), P34981; actives 0.66% (n = 360,000); AID 493056, 2011; in the data active = enhancement above about 30%; also: 0% is about no effect
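TRHR-expressing cells loaded with fluo-8 calcium dye were read kinetically (ex 480/em 530) during compound addition, then stimulated with an EC20 of TRH (10 nM final). Enhancement of the Gq-mediated intracellular calcium response was scored.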
TRHR ag: qHTS for Small Molecule Agonists and Allosteric Enhancers of Human TRH Receptor: Primary Screen for Agonists | Thyrotropin-releasing hormone receptor (Homo sapiens), P34981 | TRHR cells, calcium flux fluo-8, FDSS agonist mode | activation, % at 2 µM | actives 0.18% (n = 360,000) | AID 493084, 2011; in the data active = activation above about 30%; also: 0% is about no effect
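Agonist-mode FDSS calcium read (Ex 480/Em 530, 1 s cycles) in 1536-well TRHR cells with fluo-8 dye, after 10-cycle baseline and 23 nL compound addition; TRH at EC20 (10 nM final) added afterwards for the enhancer phase.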
Pin1 inh: qHTS Assay to Find Inhibitors of Pin1; Peptidyl-prolyl cis-trans isomerase NIMA-interacting 1 (Homo sapiens), Q13526; Pin1 FP peptide displacement, HiFluor488, 10 min; Potency, µM (top dose mostly 115 µM), for inactives: at the highest dose activity, negative = inhibition, hits mostly inhibitors; actives 0.009% (n = 390,000); AID 504891, 2011; active = well fitted inhibition curve with a large enough effect in the polarisation, with a control signal flat, not every such curve was filed as active; inconclusive = small, poorly fitted or top-dose-only effect, or effect the other way, or a change in a side signal; inactive = no such curve, though single readings can be large or run the other way; the % refers to the polarisation; also: potency is read from the fitted curve at half-maximal effect; % is scaled to controls: 0 for no effect and ±100 for the full control effect
Target sequence (Q13526 whole entry, looked up): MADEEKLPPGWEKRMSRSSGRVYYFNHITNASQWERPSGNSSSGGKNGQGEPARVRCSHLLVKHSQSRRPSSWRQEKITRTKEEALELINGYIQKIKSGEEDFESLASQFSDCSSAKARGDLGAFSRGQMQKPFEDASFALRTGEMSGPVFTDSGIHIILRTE
USP1-UAF1 inh: Inhibitors of USP1/UAF1: Primary Screen | Ubiquitin carboxyl-terminal hydrolase 1 (Homo sapiens), O94782 | recombinant USP1/UAF1, Ub-Rhodamine cleavage fluorescence | Potency, µM (top dose mostly 57.1 µM), without a hit: at the highest dose activity change, negative = inhibition, usual class: inhibitors | actives 0.23% (n = 390,000) | AID 743255, 2014; also: potency is read from the fitted curve at half-maximal effect; % is scaled to controls: 0 for no effect and ±100 for the full control effect; nearly all actives have a fitted effect of over 60% in size; inactives centre near -12
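USP1/UAF1 complex (1 nM) preincubated 15 min at room temperature with compound, then Ub-Rho substrate (150 nM final) added. Kinetic fluorescence at 480/540 nm over 6 reads at 60 s intervals; 50 mM HEPES pH 7.8, 0.5 mM EDTA, 0.1 mg/ml BSA, 1 mM TCEP, 0.01% Tween-20.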
TrxR1 substrate: qHTS Assay for Substrates of Mammalian Selenoprotein Thioredoxin Reductase 1 (TrxR1): qHTS. AID 588456, 2011. purified TrxR1 substrate turnover, NADPH consumption readout. Potency, µM (doses to about 114 µM), for the others: at the top dose activity change, negative = substrate turnover. actives 0.01% (n = 390,000); also: potency is read from the fitted curve at half-maximal effect; % is scaled to controls: 0 for no effect and ±100 for the full control effect; nearly all actives have a fitted effect of over 50% in size
Target sequence (O89049 whole entry, looked up): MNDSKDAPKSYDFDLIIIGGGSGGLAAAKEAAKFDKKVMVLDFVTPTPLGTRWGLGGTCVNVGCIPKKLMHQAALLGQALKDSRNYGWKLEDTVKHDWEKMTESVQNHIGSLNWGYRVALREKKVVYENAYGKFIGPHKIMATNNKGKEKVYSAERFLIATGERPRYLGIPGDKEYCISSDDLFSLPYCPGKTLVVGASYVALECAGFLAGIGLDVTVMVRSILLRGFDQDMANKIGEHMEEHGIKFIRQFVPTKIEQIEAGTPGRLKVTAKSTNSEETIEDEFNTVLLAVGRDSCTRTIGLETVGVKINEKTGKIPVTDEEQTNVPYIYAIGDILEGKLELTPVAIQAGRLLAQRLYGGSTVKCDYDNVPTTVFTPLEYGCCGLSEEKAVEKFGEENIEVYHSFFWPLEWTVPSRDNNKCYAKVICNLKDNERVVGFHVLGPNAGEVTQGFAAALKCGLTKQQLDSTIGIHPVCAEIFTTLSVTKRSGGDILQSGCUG
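Rat TrxR1, dispensed at 90 nM, was prereduced with 400 uM NADPH (final) for 5 min at ~22 deg C, then incubated with compound 15 min before 400 uM selenite. A first-read NADPH fluorescence drop versus no-compound background flagged substrates.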
D2 agonist: HTS Assay for Allosteric Agonists of the Human D2 Dopamine Receptor: Primary Screen for Agonists | actives 0.53% (n = 340,000) | AID 485358, 2010 | HEK293 T-REx D2 cells, calcium flux agonist mode | D(2) dopamine receptor (Homo sapiens), P14416 | activation, % at 2 µM;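 active = activation over 3 SD above normal in the single-dose calcium agonist read, cut at about 30% in these data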; also: 0% is about no effect
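Calcium-flux readout, 1 cycle/sec over 180 s following compound pin transfer, in inducible HEK293 Trex D2 cells (force-coupled); dopamine controls included. Positive calcium responses during this window marked compounds as potential agonists.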
IDH1 R132H inh: qHTS for Inhibitors of mutant isocitrate dehydrogenase 1 (IDH1): qHTS; IDH1-R132H enzyme, NADPH consumption, diaphorase/resazurin fluorescence; Potency, µM (series often up to 76.6 µM), for inactives: at the top dose activity change, negative = inhibition, actives largely listed as inhibitors; actives 0.093% (n = 390,000); also: potency is read from the fitted curve at half-maximal effect; % is scaled to controls: 0 for no effect and ±100 for the full control effect; nearly all actives have a fitted effect of over 65% in size
Target sequence (O75874 whole entry R132H, stated change not applied): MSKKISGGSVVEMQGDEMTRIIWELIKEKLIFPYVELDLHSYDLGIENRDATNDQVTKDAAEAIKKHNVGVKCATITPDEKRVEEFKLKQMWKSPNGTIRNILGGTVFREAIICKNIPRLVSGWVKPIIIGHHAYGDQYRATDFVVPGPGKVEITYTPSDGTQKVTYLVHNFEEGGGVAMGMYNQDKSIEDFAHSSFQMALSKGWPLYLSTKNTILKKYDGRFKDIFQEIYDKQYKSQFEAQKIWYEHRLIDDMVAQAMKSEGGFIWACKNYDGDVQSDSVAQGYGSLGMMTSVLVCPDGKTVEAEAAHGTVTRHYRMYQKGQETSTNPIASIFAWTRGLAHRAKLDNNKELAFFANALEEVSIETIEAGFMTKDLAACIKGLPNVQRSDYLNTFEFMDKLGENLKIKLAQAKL
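IDH1-R132H (0.5 ug/mL dispensed) in pH 7.5 Tris buffer was preincubated 30 min with compound, then given a substrate mix of 0.016 mM NADPH and 2 mM alpha-KG for 80 min at room temperature; remaining NADPH was read by diaphorase/resazurin fluorescence.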
TrxR1 inh: qHTS Assay for Inhibitors of Mammalian Selenoprotein Thioredoxin Reductase 1 (TrxR1): qHTS. Thioredoxin reductase 1, cytoplasmic (Rattus norvegicus), O89049. Potency, µM (top dose mostly 114 µM), for the others: at the top dose activity change, negative = inhibition, actives largely listed as inhibitors. recombinant rTrxR1, NADPH fluorescence consumption, selenite substrate. AID 588453, 2011. actives 1% (n = 390,000); also: potency is read from the fitted curve at half-maximal effect; % is scaled to controls: 0 for no effect and ±100 for the full control effect; nearly all actives have a fitted effect of over 65% in size
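Rat TrxR1 (90 nM in the dispensed reagent) was pre-reduced with 400 uM NADPH for 5 min at room temperature, then incubated with compound for 15 min. After 400 uM selenite was added, NADPH fluorescence (Ex 340/Em 450 nm) was followed for 8 min.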
* hit, by the source's call; ? = inconclusive; · = no result given; & = joins results of further samples; [ ] = dose if it differs, or a comment. Unless noted, calls follow the shape of the dose curve; as a rule, active = well fitted inhibition curve with a large enough effect; inconclusive = small, poorly fitted or top-dose-only effect; inactive = no such curve, though single readings can be large or run the other way. These rows are one share of the data; rates above refer to the full screens.

SMILES	D2 antag	TRHR PAM	TRHR ag	Pin1 inh	USP1-UAF1 inh	TrxR1 substrate	D2 agonist	IDH1 R132H inh	TrxR1 inh
O=C(NCc1ccco1)c1ccccc1-c1ccc(C(F)(F)F)cc1	-21	-10	0.0	6%	-11%	-1%	1.2	0%	-4%
CC1CC(C)CN(CCCNC(=O)C2CCC(=O)N2C2CCCC2)C1 (stereo unspecified)	17	-6	0.6	-1%	-11%	12%[57.1 µM]	0.3	2%	13%[57.1 µM]
COc1ccc(/C=C2\Sc3ccc(C(=O)NCC4CCCO4)cc3N(C)C2=O)cc1 (stereo unspecified)	-7	2	-0.4	6%	-11%	2%	-0.7	4%	-14%
CCN(CC(=O)Nc1ccccc1C(F)(F)F)C(=O)CN1C(=O)NC2(CCCCC2)C1=O	-14	20	0.3	2%	-13%	-5%	0.4	-1%	0%
CCCC(=O)Nc1ccc(-c2cnc(-c3ccc(NC(=O)CCC)cc3)nc2)cc1	-21	5	0.0	-5%	-11%	10%	-0.1	3%	18%
O=P(O)(O)c1ccccc1OCc1ccccc1	-4	1	-0.2	-4%	4%	7%[57.1 µM]	0.7	9%	-1%[57.1 µM]
Cc1ccc(S(=O)(=O)N2CCCCC2c2cccnc2)c(C)c1C (stereo unspecified)	-8	-6	0.7	4%	-22%	-2%	1.4	3%	19%
CCCCCN1CC(=O)N2Cc3[nH]c4ccccc4c3C[C@H]2C1=O	5	1	0.0	13%	-17%	-4%	0.9	-1%	10%
CC(=NCCCn1ccnc1)C1=C(O)c2ccccc2C1=O	-29	0	-0.8	-2%	-3%	4%	0.3	1%	8%
CC(=O)N1N=C(c2ccc(C)cc2)CC1c1ccco1 (stereo unspecified)	-5	-3	-1.2	-1%	-19%	6%[57.1 µM]	-1.1	9%	21%[57.1 µM]
Cc1cccc(C(=O)NCC(=O)NCCCSc2ccccc2)c1	0	-3	0.0	-6%	-21%	3%	-0.5	3%	13%
COc1ccc(C(NC(=O)/C=C\c2ccco2)c2ccc(OC)c(OC)c2)cc1 (stereo unspecified)	-5	25	-0.1	29%	2%	-5%	0.9	0%	8.9µM*
CSC1=N/C(=C\c2ccc(C)cc2)C(=O)S1	-7	-5	-0.4	-5%	-24%	-11%	0.2	5%	15%[57.1 µM]
O=C(Nc1ccc(Br)cc1)C1CCN(C(=O)c2ccco2)CC1	-10	1	-0.6	-1%	-8%	12%[0.0914 µM]	-0.2	1%	16%[0.0914 µM]
CC(=O)c1ccc(OCc2cc(C(=O)NC(C)Cc3ccccn3)no2)cc1 (stereo unspecified)	-2	20	0.0	-2%	-25%	0%	-0.6	0%	11%
NC(=O)c1cnccc1C=Cc1ccccc1	·	·	·	-8%	-5%	-10%	·	5%	-21%
CCOc1ccccc1-n1c(C)nc2cc(C(=O)O)ccc21	-23	2&4	0.2&0.0	-1%&5%	-14%&-4%	-7%[57.1 µM]	0.5&-0.7	3%&-6%	-8%[57.1 µM]
Cc1ccc(NC(=O)C2=C(c3ccccc3)S(=O)(=O)CCS2(=O)=O)cc1	15	28	0.7	-14%	-18%	1%	6.6	3%	0.32µM*
Cc1cc(C(=O)NNS(=O)(=O)c2ccc(C(C)(C)C)cc2)nn1C(C)(C)C	12	2	-1.0	-11%	-23%	1%	-1.4	?	13%
O=C(Cc1c(F)cccc1Cl)NNC(=O)Nc1ccc2c(c1)OCO2	-22	6	0.3	2%	1%	1%	0.3	3%	-7%
C/C=C(\C)CN1CCC(n2nccc2NC(=O)CCCc2ccccc2)CC1	10	5	0.4	-3%	3%	-2%	0.5	1%	2%
Cc1ccsc1C(=O)N[C@@H](C)c1nnc2ccccn12	8	8	-0.1	-2%	-16%	6%	-0.6	5%	17%
CCn1c(=O)cc(SCC(=O)NCCC2=CCCCC2)c2ccccc21	-3	-6	-0.1	?	-4%	-14%	-0.4	6%	-11%
C=CCSc1nc2c(c(C3CC=CCC3)c1C#N)CCC2 (stereo unspecified)	20	-3	1.4	-2%	-18%	5%[11.4 µM]	0.8	3%	-17%[11.4 µM]
CC(=O)c1ccc(NS(=O)(=O)c2ccc(N)cc2)cc1	-15	-3	-0.6	5%	-1%	2%[57.1 µM]	-1.5	0%	23%[57.1 µM]

The results go on.
SMILES	D2 antag	TRHR PAM	TRHR ag	Pin1 inh	USP1-UAF1 inh	TrxR1 substrate	D2 agonist	IDH1 R132H inh	TrxR1 inh
Cc1cccc(C)c1-n1c(C)nn(Cc2ccc([N+](=O)[O-])cc2)c1=O	-7	-11	-0.7	0%	-4%	-2%[57.1 µM]	0.6	1%	21%[57.1 µM]
COc1ccccc1N(CC(O)Cn1ccnc1C)S(=O)(=O)c1ccccc1 (stereo unspecified)	34*	0	-0.4	-2%	-1%	-10%[57.1 µM]	-0.3	-8%	-15%[57.1 µM]
Cc1cc(NC(=O)C(C)(C)C)no1	-2	0	0.8	-1%	-5%	5%[57.1 µM]	0.6	1%	14%[57.1 µM]
Cc1cc(NC(=O)CSc2nnc3c(C)cc4c(C)ccc(C)c4n23)no1	16	9	-1.5	-10%	-16%	1%	-0.3	0%	5%
COc1cc(C2NC(=O)NC(C)=C2C(=O)OCC2CCCCC2)cc(Cl)c1O (stereo unspecified)	5	9	0.6	12%	-1%	-7%	0.2	-1%	7%
COc1ccc(NC(=O)CCc2nc3c(C)nn(-c4ccc(C)cc4)c3n(C)c2=O)c(OC)c1	·	-4	-0.9	-5%	8%	-4%[57.1 µM]	1.5	-2%	1%[57.1 µM]
COCCNC(=O)CSc1nnc(-c2ccccc2F)n1Cc1ccccc1	-9	-2	-0.6	5%	7%	3%[57.1 µM]	0.2	-5%	-4%[57.1 µM]
CC1(C)CC(=O)C=C(N2CCN(C3=CC(=O)CC(C)(C)C3)CC2)C1	17	28	0.4	·	·	·	0.8	·	·
Cc1ccc2c(Cl)c(C(=O)NC3CC3)sc2c1	7	5	-1.1	3%	-16%	-9%	-0.4	-10%	2%
CCOc1ccc(C(=O)Nc2c3c(nn2-c2ccc(F)cc2)CS(=O)C3)cc1 (stereo unspecified)	14	-5	0.0	-10%	-18%	2%	-0.9	5%	10%
CN(CC(=O)Nc1cccc(C#N)c1)Cc1ccc(Cl)cc1	68*	0	0.0	1%	-1%	-3%[57.1 µM]	-0.5	1%	8%
COC(=O)c1[nH]c(C)c(/C(O)=C2\C(=O)C(=O)N(CCN3CCOCC3)C2c2ccco2)c1C (stereo unspecified)	-3	1	0.6	-11%	-10%	-24%[57.1 µM]	-1.0	1%	-4%[57.1 µM]
CC1CCN(S(=O)(=O)c2nnc(NC(=O)COc3ccccc3)s2)CC1	0	-1	0.2	-2%	-23%	4%	0.5	-2%	14%
COC(=O)c1ccc(C(=O)OC)c(NC(=O)CSc2nnc(-c3ccccc3Cl)o2)c1	·	·	·	-1%	-2%	11%	·	2%	17%
CCN(C(=O)COC(=O)c1cccc(NS(=O)(=O)c2ccc(F)c(F)c2)c1)C1CCS(=O)(=O)C1 (stereo unspecified)	-1	1	-0.2	·	·	·	2.9	·	·
CCOC(=O)C1(Cc2ccc(Cl)cc2)CCN(Cc2ccon2)CC1	3	-6	1.4	1%	-18%	4%	0.4	-3%	27%
Cc1ccc(Cl)cc1N1CCN(C(=O)C2CCN(S(=O)(=O)c3cn(C)cn3)CC2)CC1	·	-1	-0.4	-7%	?	-1%[57.1 µM]	0.0	2%	10%[57.1 µM]
COc1ccc(CCNC(=O)CC(c2ccccc2)c2cccc(C)c2O)cc1OC (stereo unspecified)	-3	-4	-1.3	-2%	-19%	0%[57.1 µM]	-1.3	0%	4%[57.1 µM]
CCN(CC)c1ccc(-n2nc3cc(C)c(NC(=O)c4ccccc4C)cc3n2)c(C)c1	·	-2	1.3	70%[activator]	-4%	70%[activator]	-0.2	-9%	34%
CCN(C(=O)Cn1c(=O)oc2cc(S(=O)(=O)N3CCCCCC3)ccc21)c1cccc(C)c1	·	-9	-0.7	-5%	-3%	-1%	0.3	·	12%
Cc1ccc(C)c(NC(=S)NCC(c2ccccc2)N(C)C)c1 (stereo unspecified)	26	5	5.1	-2%	-6%	8%[57.1 µM]	1.5	13%	14%[57.1 µM]
CCn1c2c(c(=N)c3c1CCC3)CCC2	0	-2	0.5	0%	-23%	13%[57.1 µM]	0.7	-1%	25%
COc1ccc(-n2nc3c(N4CCC(C(=O)N5CCC(C)CC5)CC4)nnc(C)c3c2C)cc1	9	3&-9	0.5&-1.1	-6%&9%	-28%&-16%	-1%&5%	-0.7&-0.7	-4%&-17%	10%&17%
COc1cc(OC)cc(C(C(=O)NCc2ccccc2)N(Cc2ccco2)C(=O)c2ccno2)c1 (stereo unspecified)	-7	16	-1.4	?	-6%	-10%	-0.3	6%	0%[57.1 µM]
O=C(CN1CCN(S(=O)(=O)c2ccccc2)CC1)Nc1ccc2c(c1)CCC2	4	17	-0.9	1%	-6%	-8%	-1.0	16%	10%[57.1 µM]

Source: PubChem
